mIAP act: activators of mouse IAP, primary screen, biochemical, luminescence, uHTS; intestinal alkaline phosphatase [Mus musculus]; muIAP, CDP-Star luminescence, 30 min; hits give high values; 1 = vehicle-only enzyme signal, 0 = enzyme-free wells; activation factor at 10 µM; 0.24% of 330,000 active;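 active = activation factor of at least 2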; also: the source names both 10 and 20 µM as test concentration; values of inactives mirror those of a sister screen read the other way
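Assay system: mouse IAP enzyme; reagent: chemiluminescent substrate CDP-Star; dosing: test compounds delivered from DMSO solution; schedule: 30 min at room temperature; measured by: luminescence from enzymatic CDP-Star hydrolysis; controls: DMSO-only wells and no-enzyme negative control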
hIAP act: human IAP activators, primary screen, biochemical, luminescence, uHTS; Intestinal-type alkaline phosphatase (Homo sapiens), P09923; purified human IAP, CDP-Star luminescence, 30 min; hits give high values; 1 = vehicle-only enzyme, 0 = enzyme-free background; activation factor at 10 µM; 0.16% of 330,000 active; AID 2524, 2010;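 active = activation factor of the enzyme at least 2-fold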; also: the source names both 10 and 20 µM as test concentration; values of inactives mirror those of a sister screen read the other way
MIN6 prolif: inducers of MIN6 beta-cell proliferation, primary screen, ATP luminescence, uHTS. MIN6 cells proliferation, ATPlite luminescence, 48 h; cells starved in 0.2% serum; 100% = growth in 10% serum. proliferation, % at 10 µM. 0.29% of 330,000 active. AID 2380, 2010;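 active = compounds whose signal lies at least 3.5 SD above the mean of all wells on their plate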;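 also: 0% = DMSO-treated cells in low-serum medium and 100% = 10% serum control; some compounds called inactive have numbers as strong as hits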
mIAP block: inhibitors of mouse IAP, primary screen, biochemical, luminescence, uHTS; intestinal alkaline phosphatase [Mus musculus]; purified mouse IAP, CDP-Star luminescence, 30 min; inhibition, % at 10 µM; 0.2% of 330,000 active;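 active = inhibition of at least 40% at 10 µM in the primary screen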;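 also: plate controls were DMSO with enzyme for no effect and no enzyme wells for full effect; values of inactives mirror those of a sister screen read the other way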
MPTP block: mitochondrial permeability transition pore inhibitors, primary screen, biochemical, isolated mouse mitochondria, absorbance; Ca2+ swelling absorbance, 30 min; inhibition, % at 10 µM; 1.4% of 360,000 active; AID 602449, 2012;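 active = inhibition of 50% or more, scaled per plate between neutral and stimulator controls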;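 also: 0% = DMSO wells given calcium and 100% = 1 mM EGTA wells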
ATG4B inh: ATG4B protease inhibitors, primary screen, biochemical, fluorescence, uHTS | Cysteine protease ATG4B (Homo sapiens), Q9Y4P1 | ATG4B cleavage of LC3-PLA2, NBD-HPC fluorescence, 1 h | inhibition, % at 8.33 µM | 0.51% of 340,000 active; in the data active = inhibition above about 40%
Target sequence (Q9Y4P1 whole entry, looked up): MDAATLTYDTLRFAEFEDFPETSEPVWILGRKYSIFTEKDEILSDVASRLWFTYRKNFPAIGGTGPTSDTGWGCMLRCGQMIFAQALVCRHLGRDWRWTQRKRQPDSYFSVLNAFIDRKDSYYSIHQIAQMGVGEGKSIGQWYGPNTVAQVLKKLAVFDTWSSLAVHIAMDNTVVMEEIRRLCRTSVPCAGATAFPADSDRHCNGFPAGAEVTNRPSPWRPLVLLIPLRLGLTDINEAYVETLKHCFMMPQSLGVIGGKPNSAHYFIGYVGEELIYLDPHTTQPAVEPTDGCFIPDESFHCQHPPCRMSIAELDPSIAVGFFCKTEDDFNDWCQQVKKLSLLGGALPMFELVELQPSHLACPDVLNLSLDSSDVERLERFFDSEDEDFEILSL
APOBEC3G inh: APOBEC3G DNA deaminase inhibitors, primary screen, biochemical, fluorescence, single-stranded DNA substrate, uHTS | DNA dC->dU-editing enzyme APOBEC-3G (Homo sapiens), Q9HC16 | inhibition, % at 20 µM | recombinant A3G, ssDNA deamination FAM/TAMRA fluorescence | 0.28% of 330,000 active;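 active = inhibition of at least 40% at 20 µM, with no more than 30% in the related APOBEC3A deaminase screen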;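 also: plate controls were DMSO wells with A3G for no effect and wells lacking A3G enzyme for full effect; some compounds called inactive have numbers as strong as hits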
Target sequence (Q9HC16 whole entry, looked up): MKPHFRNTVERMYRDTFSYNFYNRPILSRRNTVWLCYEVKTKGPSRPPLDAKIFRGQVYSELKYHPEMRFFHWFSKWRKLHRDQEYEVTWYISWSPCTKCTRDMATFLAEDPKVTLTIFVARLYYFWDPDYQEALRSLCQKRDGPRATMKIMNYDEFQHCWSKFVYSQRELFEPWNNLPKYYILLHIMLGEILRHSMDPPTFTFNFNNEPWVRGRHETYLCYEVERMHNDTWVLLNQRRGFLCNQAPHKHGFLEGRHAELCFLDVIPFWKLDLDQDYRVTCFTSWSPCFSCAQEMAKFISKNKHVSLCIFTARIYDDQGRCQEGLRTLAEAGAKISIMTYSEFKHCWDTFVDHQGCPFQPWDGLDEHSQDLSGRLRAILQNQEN
hIAP inh: human IAP inhibitors, primary screen, biochemical, luminescence, uHTS; Intestinal-type alkaline phosphatase (Homo sapiens), P09923; purified IAP, CDP-Star luminescence, 30 min; inhibition, % at 10 µM; 0.12% of 330,000 active; AID 2544, 2010;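 active = inhibition reaching a set limit with compound at 10 µM in the primary screen, cut at about 35% in these data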;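 also: plate controls were DMSO wells with enzyme for no effect and no-enzyme buffer wells for full effect; values of inactives mirror those of a sister screen read the other way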
APOBEC3A inh: APOBEC3A ssDNA deaminase inhibitors, primary screen, selectivity assay for APOBEC3G inhibitor project, biochemical, FAM/TAMRA oligo cleavage fluorescence | inhibition, % at 20 µM | recombinant A3A, FAM/TAMRA ssDNA deamination fluorescence | DNA dC->dU-editing enzyme APOBEC-3A (Homo sapiens), P31941 | 0.41% of 330,000 active;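 active = at least 40% inhibition at 20 µM here, with at most 30% in a related deaminase screen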;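 also: plate controls were A3A with DMSO for no effect and wells lacking A3A enzyme for full effect; some results filed as inactive read as strong as hits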
Target sequence (P31941 whole entry, looked up): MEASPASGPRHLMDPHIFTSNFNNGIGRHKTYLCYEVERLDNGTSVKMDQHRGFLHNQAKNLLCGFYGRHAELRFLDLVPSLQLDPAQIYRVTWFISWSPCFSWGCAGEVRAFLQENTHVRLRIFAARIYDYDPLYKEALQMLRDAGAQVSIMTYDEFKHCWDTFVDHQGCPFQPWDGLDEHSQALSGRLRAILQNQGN
Starred values were filed as active, the others as inactive; . = not tested or not shown.

SMILES	mIAP act	hIAP act	MIN6 prolif	mIAP block	MPTP block	ATG4B inh	APOBEC3G inh	hIAP inh	APOBEC3A inh
O=C(Nc1ccc(N2CCN(C(=O)c3ccccc3)CC2)cc1)c1ccc2c(c1)OCCO2	1.1	1.2	-2	-5	-0.8	-2	-4	-16	-4
CCc1ccc(C(=O)C(C)OC(=O)c2cccc(S(=O)(=O)N3CCOCC3)c2)cc1 (centres undefined)	1	1.1	-4	-2	-0.2	-12	0	-10	-2
O=C(CN1CCN(c2ccc(F)cc2)CC1)Nc1ccccc1	0.88	1.1	-3	12	0.1	0	1	-6	-4
CCc1n[nH]c(=S)n1/N=C/c1ccc(N(CC)CC)cc1	1.1	1.1	0	-14	2.0	-4	47*	-5	-7
C[C@H](CO)N1C[C@H](C)[C@@H](CN(C)C(=O)NC2CCCCC2)Oc2c(NC(=O)c3ccncc3)cccc2C1=O	0.97	0.77	-1	3	-0.5	1	1	24	2
COC(=O)C1=C(C)NC(=O)NC1c1c(O)ccc2ccccc12 (centres undefined)	1	1.2	-2	0	-0.6	-1	1	-20	-2
COc1ccc(C)cc1NC(=O)CNC(C)C(=O)Nc1ccc(C(C)=O)cc1 (centres undefined)	1.1	1.1	-1	-8	-0.4	-8	-8	-10	-4
CCCCOc1cccc(C(=O)Nc2ccc(S(=O)(=O)Nc3cc(C)on3)cc2)c1	0.94	1	-2	6	0.2	-3	-9	-2	-1
CC1CN(S(=O)(=O)c2ccc(CN3C(=O)c4cccnc4C3=O)cc2)c2ccccc2O1 (centres undefined)	1	1	0	-3	0.1	7	-1	-4	0
COC(=O)c1ccccc1N1C(=O)C2C(C1=O)[C@H]1C=C[C@@H]2C1 (some centres undefined)	0.5	0.96	-3	50*	-4.2	-7	-3	4	-1
Clc1ccc(OCCn2cnc3ccccc32)c(Cl)c1	1	0.96	-3	-2	-0.2	-8	-10	4	-2
COc1cc(C(=O)NCc2ccc(-c3nc4ccccc4s3)cc2)cc(OC)c1OC	1	1	-1	0	5.2	-6	-9	-3	-6
CCOc1ccc(N2CC(C(=O)NCc3nnnn3-c3ccc(C)c(C)c3)CC2=O)cc1 (centres undefined)	0.93	1	1	7	-1.4	-1	-6	-2	-2
COc1ccccc1CC(=O)N1CCN(S(=O)(=O)c2cccs2)CC1	0.99	0.96	-7	1	-1.2	-5	1	4	0
Cc1ccccc1NC(=O)/C(C#N)=C/c1ccc[nH]1	0.98	0.92	0	2	1.0	-6	-4	8	-1
CCC(C)Nc1nc(Cl)nc(N(C#N)CN2C(=O)c3ccccc3S2(=O)=O)n1 (centres undefined)	0.92	1	-2	8	0.8	1	-2	0	-3
CC(=O)N1CCc2cc(Br)cc(S(=O)(=O)CCC(=O)Nc3c(C)n(C)n(-c4ccccc4)c3=O)c21	1	1.1	1	-3	0.2	-5	-11	-10	4
O=C(Nc1ccc2nc(-c3ccc(Br)o3)[nH]c2c1)c1ccco1	0.88	0.91	-2	12	-1.5	2	-8	9	-2
COc1cccc(NC(=O)N2CCC(C(=O)Nc3ccc(C)cc3C)CC2)c1	0.96	1	-4	4	-1.3	4	-4	-4	0
CC(=O)Nc1cccc(C(=O)N/N=C/c2cccc(C)n2)c1	1	0.94	-4	0	0.2	-3	5	6	3
CCC(OC(=O)c1ccco1)C(=O)NCc1ccc2c(c1)OCO2 (centres undefined)	0.95	0.87	0	5	-0.6	-9	-9	13	-4
COc1ccc(C(=O)N2C(=S)NC(=O)/C2=C\c2ccc(C)cc2)cc1	0.86	1	-5	14	5.7	28	-6	-1	3
COc1ccc(-c2noc(N3CCCC(C(=O)Nc4ccc(F)cc4F)C3)n2)cc1 (centres undefined)	1.1	0.81	-2	-8	-1.0	-21	-12	20	-4
COc1cc(OC)cc(C(=O)Nn2cc(C(=O)Nc3c(F)cccc3F)c3ccccc3c2=O)c1	1	0.83	0	-3	-2.0	-5	-3	16	1
O=C(/C=C/Nc1ccc(Br)cn1)c1cccc(OC(F)F)c1	0.84	1.1	-3	16	1.3	5	-7	-8	-3
Next part:
SMILES	mIAP act	hIAP act	MIN6 prolif	mIAP block	MPTP block	ATG4B inh	APOBEC3G inh	hIAP inh	APOBEC3A inh
COc1cccc(N2CCN(C(=O)c3nc4nc(C)cc(C)n4n3)CC2)c1	0.87	1	1	13	0.0	-2	-4	-1	2
CCC(=O)N1CCc2cc(S(=O)(=O)CCC(=O)N3CCN(c4ccc(Cl)cc4)CC3)ccc21	1	0.73	-5	-3	-0.5	-11	-1	27	-5
O=C(Nc1ccccc1N1CCCC1)c1cc(Cl)ccc1Cl	0.99	1	-1	1	1.1	-2	-5	-1	2
COCCNC(=O)C(c1ccccc1)N(Cc1cccs1)C(=O)Cn1nnc2ccccc21 (centres undefined)	0.99	0.98	0	1	-1.0	-7	-2	2	-5
CCCCn1c(SCC(=O)NC2CCCC2)nc2ccccc2c1=O	0.96	1.1	5	4	-2.3	5	-10	-11	-4
Cc1ccc(C)c(OCc2cc(C(=O)N3CCc4sccc4C3)no2)c1	0.88	1.2	-4	12	1.0	46*	-7	-21	-2
Cc1nn(CC(=O)Nc2ccc(Cl)cn2)c(C)c1Br	1	0.97	-1	0	0.2	-6	-5	3	-2
Cc1nnc(NC(=O)C2CCCN(S(=O)(=O)c3ccccc3C(F)(F)F)C2)s1 (centres undefined)	1	0.92	1	-4	-1.3	-4	0	8	0
CCOC(=O)c1ccc(Nc2cc3ccccc3c(=O)[nH]2)cc1	1.1	1	-3	-8	2.9	-15	-6	-1	0
O=C(Nc1ccc(C(=O)N2CCCCC2)cc1)C1=CSCCO1	1	0.98	-1	0	0.1	-4	-6	2	-5
CCN(Cc1ccccc1)C(=O)C1CCN(C/C(C)=C/c2ccccc2)CC1	1.1	0.91	-1	-6	5.9	-4	-8	9	-7
Cc1cc(C)n(-c2nc3ccccc3c(=O)n2OCC(=O)N(C)C)n1	0.99	1	-2	1	-0.7	6	-1	-1	2
CC1CCC(NC(=O)COC(=O)c2n[nH]c(=O)c3ccccc23)CC1 (centres undefined)	0.94	0.89	1	6	-0.8	9	2	12	0
Cc1cc(C(=O)CSc2nc3ccccc3o2)c(C)n1CC1CCCO1 (centres undefined)	0.88	1.1	-6	12	28	-9	-2	-6	-17
CCOc1ccc(-c2cc(C(=O)N/N=C(\C)c3cccnc3)c3ccccc3n2)cc1	0.87	1.3	-5	13	0.5	-12	2	-25	1
CC(C)C(=O)NC(=S)N1CCc2ccccc21	0.97	0.93	0	2	0.8	-7	-12	7	0
CCC(C)Sc1nc2c(cnn2-c2ccc(F)cc2)c(=O)[nH]1 (centres undefined)	1	0.94	1	-3	-0.3	4	-5	6	-6
COC(CN(C)C(=O)c1cn(C)c2ccc(S(=O)(=O)N(C)C3CCCCC3)cc2c1=O)OC	1.1	1.1	-4	-6	-1.7	-4	-7	-13	-6
O=[N+]([O-])c1ccc(S(=O)(=O)NCCCc2ccccc2)cc1	0.93	0.71	-3	7	8.4	-3	-10	28	-4
O=C(N[C@@H](c1ccccc1)[C@H](O)c1ccccc1)[C@@H]1CCCN1C(=O)OCc1ccccc1	0.93	1.1	-2	7	-0.9	-3	-4	-8	-4
CSc1ccc(/C=N/NC(=O)c2cccc(Cl)c2)cc1	0.96	0.99	0	4	3.0	-7	-8	1	-4
c1ccc(N/N=C(\Cc2ncc[nH]2)c2ccccc2)cc1	0.93	0.9	-2	7	-3.0	-5	-3	10	-1
O=c1[nH]c(C2CCCN(S(=O)(=O)c3cccc(F)c3)C2)nc2c1nnn2Cc1ccccc1 (centres undefined)	1	0.99	-3	-5	0.1	4	3	1	3
c1ccc(Cn2c(NCc3ccncc3)nc3ccccc32)cc1	0.97	1.1	-3	3	0.5	0	-11	-15	-3
Cc1cc(Cl)ccc1NC(=S)NCc1ccc(S(N)(=O)=O)cc1	1	1.1	-1	-1	-1.0	9	-3	-6	-3
Next compounds follow:
SMILES	mIAP act	hIAP act	MIN6 prolif	mIAP block	MPTP block	ATG4B inh	APOBEC3G inh	hIAP inh	APOBEC3A inh
O=C(Nc1ccc(OCC(F)(F)C(F)F)c(C(F)(F)F)c1)c1ccccc1O	0.94	0.94	-3	6	106*	17	-5	6	-2
CN(C(=O)COC(=O)c1cc(S(=O)(=O)N2CCOCC2)ccc1Cl)C1CCS(=O)(=O)C1 (centres undefined)	0.94	1	1	6	-1.6	-5	-4	-2	0
CC(C)(C)NC(=O)C(=O)NCc1ccncc1	1.1	1.1	-1	-9	0.5	0	-9	-9	1
CCc1nnc(NC(=O)CSc2nnc(COc3ccc(C)cc3)n2-c2ccccc2)s1	0.91	0.99	-1	10	3.1	-3	-6	1	-2
CN(CC(=O)N1CCCCCC1)S(=O)(=O)c1ccc(Br)s1	1	0.94	0	-4	.	-3	4	6	-2
CCc1cc2c(-c3ccccc3)cc(=O)oc2cc1OCC(C)=O	0.95	1.2	-2	5	-0.2	1	-2	-21	-3
COCCNC(=O)c1onc(CSc2nc3ccccc3[nH]2)c1C(=O)NCCOC	0.97	0.88	-4	3	-1.4	-5	-3	12	1
CC1CC(NC(=O)/C(C#N)=C/c2ccc[nH]2)CC(C)(C)C1 (centres undefined)	0.9	1.1	6	10	13	11	-5	-6	0
CC1CCN(C(=O)COC(=O)c2ccc(F)c(S(=O)(=O)N3CCOCC3)c2)CC1	1	1	-2	-2	-1.0	-1	-8	-3	-4
Cc1cc(NC(=O)C2CCCCC2)ncc1NC(=O)c1ccccn1	0.91	1	2	9	-2.0	12	-11	-1	-3
COC(=O)c1cccc(NC(=O)CSCc2ccccc2)c1	1	1.1	-1	-2	-0.3	0	-10	-6	-6
CSCC[C@H](NC(=O)Nc1ccc(C)cc1C)C(=O)O	1	0.91	0	-4	-1.3	2	-2	9	-3
COc1cccc(/C=N/Nc2ccc(S(=O)(=O)O)cc2)c1O	0.95	0.8	0	4	-1.4	-8	-6	20	-1
COc1cccc(NC(=O)N2CCC(NC(=O)C(Cc3ccccc3F)NC(C)=O)CC2)c1 (centres undefined)	0.92	1	-1	8	-1.3	-8	-7	0	-3
CCn1cc(CN2CCC(C(=O)Nc3cccc(-c4cccc(Cl)c4)c3)CC2)cn1	5.1*	1.1	-7	-415	-0.3	-11	-8	-12	-4
CCCNC(=O)CC1Sc2ccccc2NC1=O (centres undefined)	1.1	0.92	1	-6	-1.4	10	-4	8	-2
COc1ccc(C(CNC(=O)COc2ccccc2C)N2CCCC2)cc1 (centres undefined)	0.99	0.94	7	0	0.6	5	-4	6	5
Cc1cc(C)c(NC(=O)COC(=O)c2c(C)noc2C)c(Cl)c1	1.1	1	1	-10	-0.4	1	-5	-3	-2
Cc1nc(C)c(C(=O)OCC(=O)NCCc2ccc(S(N)(=O)=O)cc2)s1	1	0.84	1	0	0.8	-15	-5	16	-3
